LYPLA1 inh: LYPLA1 (human) inhibition in PME1 counter-screen | O75608 | recombinant LYPLA1, FP-Rh probe fluorescence polarization | inhibition, % at 5.9 µM | 0.16% of 320,000 active;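 active means inhibition above the mean of all tested compounds plus 3 SD, set per campaign, cut at about 14% in these data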;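 further: inhibitors block serine hydrolase probe labeling of LYPLA1 so polarization falls; 0% = enzyme with DMSO and 100% = wells lacking LYPLA1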
PAFAH1B2 inh: inhibitors of human PAFAH1B2. P68402. recombinant PAFAH1B2, FP-rhodamine activity probe, fluorescence polarization. inhibition, % at 3.39 µM. 1.2% of 340,000 active;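 active means inhibition above the mean of all tested compounds plus 3 SD, cut at about 24% in these data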;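 further: 0% = enzyme with DMSO and 100% = wells lacking PAFAH1B2; many of its hits are not listed in these tables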
Target sequence (P68402 whole entry, looked up): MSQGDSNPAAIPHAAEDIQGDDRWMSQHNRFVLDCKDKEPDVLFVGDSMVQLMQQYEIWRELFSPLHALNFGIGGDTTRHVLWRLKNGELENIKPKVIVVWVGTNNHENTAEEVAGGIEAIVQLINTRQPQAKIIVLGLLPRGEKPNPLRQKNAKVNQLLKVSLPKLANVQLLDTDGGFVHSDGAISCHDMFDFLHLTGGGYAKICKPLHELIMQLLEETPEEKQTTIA
pPAFAH inh: inhibitors of human plasma PAF acetylhydrolase (pPAFAH); Q13093; recombinant pPAFAH, FP-rhodamine probe fluorescence polarization; inhibition, % at 3.39 µM; 1.5% of 330,000 active;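 active means inhibition above the mean inhibition across the screen plus 3 SD, cut at about 25% in these data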;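 further: inhibitors block binding of the rhodamine activity-based probe so polarization drops; 0% = enzyme with DMSO and 100% = wells lacking pPAFAH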
Target sequence (Q13093 whole entry, looked up): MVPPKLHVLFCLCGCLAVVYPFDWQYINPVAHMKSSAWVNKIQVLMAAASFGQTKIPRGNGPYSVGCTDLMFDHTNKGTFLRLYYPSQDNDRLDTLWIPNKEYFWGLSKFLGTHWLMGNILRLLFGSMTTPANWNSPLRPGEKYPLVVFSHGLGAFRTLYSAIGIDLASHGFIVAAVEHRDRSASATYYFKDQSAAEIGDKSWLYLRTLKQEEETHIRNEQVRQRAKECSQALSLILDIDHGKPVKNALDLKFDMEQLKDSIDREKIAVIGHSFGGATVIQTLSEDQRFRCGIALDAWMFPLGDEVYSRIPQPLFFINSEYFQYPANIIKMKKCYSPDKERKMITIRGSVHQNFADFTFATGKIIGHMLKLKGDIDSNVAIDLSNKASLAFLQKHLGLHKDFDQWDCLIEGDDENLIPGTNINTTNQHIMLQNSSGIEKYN
PAD4 inh: blocks human protein arginine deiminase 4; recombinant PAD4, RCA probe fluorescence polarization; inhibition, % at 6.36 µM; 0.41% of 330,000 active;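 active means percent inhibition above a cutoff equal to the mean of all tested compounds plus 3 SD, cut at about 15% in these data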;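 further: 0% = PAD4 with RCA probe and DMSO and 100% = probe without PAD4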
PAFAH1B3 inh: inhibitors of human PAFAH1B3; 0.28% of 340,000 active; recombinant PAFAH1B3, FP-rhodamine probe, fluorescence polarization; inhibition, % at 3.39 µM;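 active means inhibition above the screen-wide average of all tested compounds plus 3 SD, cut at about 25% in these data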;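 further: 0% = enzyme with DMSO only and 100% = wells lacking PAFAH1B3 protein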
PME-1 primary: PME-1 (human) inhibition | Q9Y570 | recombinant PME-1, FP-Rh probe fluorescence polarization | inhibition, % at 5.9 µM | 0.53% of 320,000 active;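 active means inhibition above the campaign mean of all compounds plus 3 SD, cut at about 26% in these data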;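 further: competitive labeling of PME-1 active site by serine hydrolase directed probe; 0% = PME-1 with DMSO and 100% = wells lacking PME-1 enzyme; inhibitors block probe labeling so polarization falls and inhibition rises; many of its hits are not listed in these tables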
PAFAH2 inh: PAFAH2 (human) inhibition; Q99487; recombinant PAFAH2, FP-rhodamine activity probe, fluorescence polarization; inhibition, % at 3.39 µM; 0.99% of 340,000 active;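 active means inhibition above the mean over all tested compounds plus 3 SD, cut at about 30% in these data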;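 further: inhibitors block probe labeling of enzyme so polarization drops; 0% = enzyme with DMSO and 100% = wells lacking PAFAH2 protein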
LYPLA2 inh: blocks human lysophospholipase 2, a PME1 counter-screen. 0.38% of 320,000 active. recombinant LYPLA2, FP-Rh probe fluorescence polarization. O95372. inhibition, % at 5.9 µM. AID 2177;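 active means inhibition above the screen-wide mean plus 3 SD, limit set per campaign, cut at about 26% in these data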;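 further: 0% = LYPLA2 with DMSO and 100% = wells lacking LYPLA2 enzyme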
GSTO1 counter: counter-screen for RBBP9 inhibitors: inhibitors of human GSTO1. inhibition, % at 5.96 µM. recombinant GSTO1, activity-based probe fluorescence polarization. 1.1% of 300,000 active;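 active means inhibition above the campaign mean inhibition plus 3 SD, cut at about 35% in these data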;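 further: 0% = GSTO1-1 with DMSO and 100% = wells lacking GSTO1-1 enzyme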
Target sequence (P78417 whole entry, looked up): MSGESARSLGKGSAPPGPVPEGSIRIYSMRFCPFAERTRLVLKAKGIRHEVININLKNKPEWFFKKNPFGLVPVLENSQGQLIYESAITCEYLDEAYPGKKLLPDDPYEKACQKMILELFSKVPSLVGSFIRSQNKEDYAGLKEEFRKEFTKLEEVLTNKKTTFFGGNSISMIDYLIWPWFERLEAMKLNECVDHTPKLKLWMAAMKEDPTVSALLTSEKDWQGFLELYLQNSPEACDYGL
The depositor's hits bear a star; / = no result given. These rows are one share of the data (hit frequency here may not be typical).

SMILES | LYPLA1 inh | PAFAH1B2 inh | pPAFAH inh | PAD4 inh | PAFAH1B3 inh | PME-1 primary | PAFAH2 inh | LYPLA2 inh | GSTO1 counter
CCCC(=O)NCC(c1cccs1)S(=O)(=O)c1ccc(C)cc1 (stereo not given) | -5 | 8 | 1 | -2 | 12 | -3 | -4 | -3 | -1
COc1ccc(/C=C/C(=O)c2cc(F)ccc2OC(=O)c2ccc(OC)c(OC)c2)cc1OC | -1 | -4 | 5 | -3 | 9 | -1 | 0 | 2 | 2
Cc1oc(C)c(S(=O)(=O)NCc2cccs2)c1C(=O)O | -1 | 3 | -2 | 3 | -1 | -5 | -2 | 5 | -5
COc1cccc(OC)c1C(=O)OCC(=O)NCc1ccco1 | 3 | 7 | 2 | -3 | 4 | 10 | -2 | 6 | /
O=C(CN1CCN(CC(=O)Nc2ccccc2C(F)(F)F)CC1)Nc1ccccc1F | 4 | 2 | 4 | -2 | 6 | -3 | 4 | 4 | -2
O=C(NCCC(=O)N1CCN(c2ncccn2)CC1)c1ccccc1Cl | 1 | 3 | 2 | -3 | -9 | -5 | -3 | -4 | 0
COc1ccccc1N1CCN(C(=O)Nc2cccc(Cl)c2)CC1 | 2 | 4 | 1 | -1 | 10 | -2 | 4 | 0 | 4
CC(=O)Nc1ccc(C(=O)OC2CCCCC2=O)cc1 (stereo not given) | 0 | -3 | 3 | -4 | 10 | 0 | 2 | -5 | 5
CCOC(=O)c1ccccc1NC1c2ccccc2C(=O)N1c1ccc(C)cn1 (stereo not given) | 2 | 4 | -1 | 0 | 4 | -3 | -3 | 2 | 76*
COc1ccc(NC(=S)NC2CCCC2)c(OC)c1 | 1 | 3 | -4 | -4 | 7 | -2 | -9 | 2 | 3
O=S(=O)(NCC(c1ccc2c(c1)OCO2)N1CCOCC1)c1ccccc1 (stereo not given) | 0 | 5 | 1 | 4 | 5 | -2 | 3 | -2 | 0
Cc1nnc(SCC(=O)Nc2ccc(F)cc2)n(N)c1=O | 3 | -2 | -1 | -2 | 11 | 5 | 2 | 7 | 6

5 compounds from above, arranged by the value under PAFAH1B3 inh, descending.
| Structure | PAFAH1B2 inh | pPAFAH inh | PAD4 inh | PAFAH1B3 inh | PME-1 primary | PAFAH2 inh |
| --- | --- | --- | --- | --- | --- | --- |
| CCCC(=O)NCC(c1cccs1)S(=O)(=O)c1ccc(C)cc1 (stereo not given) | 8 | 1 | -2 | 12 | -3 | -4 |
| CC(=O)Nc1ccc(C(=O)OC2CCCCC2=O)cc1 (stereo not given) | -3 | 3 | -4 | 10 | 0 | 2 |
| O=C(CN1CCN(CC(=O)Nc2ccccc2C(F)(F)F)CC1)Nc1ccccc1F | 2 | 4 | -2 | 6 | -3 | 4 |
| O=S(=O)(NCC(c1ccc2c(c1)OCO2)N1CCOCC1)c1ccccc1 (stereo not given) | 5 | 1 | 4 | 5 | -2 | 3 |
| CCOC(=O)c1ccccc1NC1c2ccccc2C(=O)N1c1ccc(C)cn1 (stereo not given) | 4 | -1 | 0 | 4 | -3 | -3 |

The listing picks up; the 4 compounds before the break are reprinted first.
SMILES | LYPLA1 inh | PAFAH1B2 inh | pPAFAH inh | PAD4 inh | PAFAH1B3 inh | PME-1 primary | PAFAH2 inh | LYPLA2 inh | GSTO1 counter
CCOC(=O)c1ccccc1NC1c2ccccc2C(=O)N1c1ccc(C)cn1 (stereo not given) | 2 | 4 | -1 | 0 | 4 | -3 | -3 | 2 | 76*
COc1ccc(NC(=S)NC2CCCC2)c(OC)c1 | 1 | 3 | -4 | -4 | 7 | -2 | -9 | 2 | 3
O=S(=O)(NCC(c1ccc2c(c1)OCO2)N1CCOCC1)c1ccccc1 (stereo not given) | 0 | 5 | 1 | 4 | 5 | -2 | 3 | -2 | 0
Cc1nnc(SCC(=O)Nc2ccc(F)cc2)n(N)c1=O | 3 | -2 | -1 | -2 | 11 | 5 | 2 | 7 | 6
CCCC(=O)NCc1ccc2c(c1)cc(C)n2C | 3 | 0 | 5 | -7 | -2 | -5 | -9 | 4 | 7
Clc1ccc(-c2cn3cc(Br)ccc3n2)cc1Cl | -4 | 4 | -13 | 1 | 2 | -12 | -3 | 0 | 2
O=C1CC(=O)N(Cc2ccco2)C(=O)N1 | 2 | 1 | 37* | -4 | 0 | -6 | 26 | -1 | 37*
CC(=O)Nc1ccc(NC(=O)C(C)n2nc([N+](=O)[O-])c(Br)c2C)cc1 (stereo not given) | 0 | 1 | 0 | -2 | 10 | 5 | 2 | 5 | -3
C=C[C@@H]1c2cc(C)ccc2N(S(=O)(=O)c2ccc(C)cc2)[C@H](c2ccccc2C(F)(F)F)C1(C#N)C#N | -1 | -5 | -1 | -6 | 15 | 6 | -5 | 0 | /
O=C(CN1CCCCC1)NCC1(c2ccccc2)CCCC1 | 3 | 29* | 4 | 1 | 2 | -3 | -2 | 9 | -2
CCOC(=O)C1CCN(S(=O)(=O)c2ccc3c(c2)CCN3C(=O)C2CCC2)CC1 | -2 | 1 | 5 | 0 | 5 | -4 | -2 | -1 | 0
CC1CN(c2ccc(NS(=O)(=O)c3ccccc3)cc2C(=O)O)CC(C)O1 (stereo not given) | -1 | 4 | 5 | 3 | 5 | 3 | -2 | -2 | 12
C/C(Cn1cnc([N+](=O)[O-])n1)=N\NC(=O)c1ccncc1 | -4 | 0 | -6 | 3 | 8 | 4 | -8 | -10 | 5
O=C(CCC1CCCC1)NCCS(=O)(=O)N1CCN(c2ccc(F)cc2)CC1 | -4 | 8 | 3 | -14 | -1 | -4 | 10 | 1 | 0
CC1=C([N+](=O)[O-])C(c2ccccc2C(F)(F)F)NC(=O)N1C (stereo not given) | 0 | 5 | -2 | -4 | 9 | 4 | -2 | -5 | -3
CC(C)(C)c1ccc(CN2C(=O)c3ccccc3S2(=O)=O)cc1 | -1 | 8 | 6 | -1 | -7 | -2 | -9 | 1 | 4
O=C(CSc1ncnc2c1nnn2Cc1ccc(F)cc1)NC1CCCC1 | 1 | -3 | 1 | -1 | 6 | 7 | 0 | 4 | 0
CCOc1ccc(NC(=O)CCC(=O)OC)cc1 | -4 | 0 | -2 | 1 | -7 | -1 | 7 | -1 | -1
O=C(N/N=C/c1ccco1)c1ccc(NC(=O)C2CC2)cc1 | -4 | 4 | -11 | -7 | 4 | -4 | 3 | -6 | -9
CCOC(=O)C1=CNS(=O)(=O)NC1c1ccc(C)cc1 (stereo not given) | / | 4 | 0 | -5 | 6 | / | -1 | / | /
OCCC1CN(Cc2cccc3nonc23)CCN1Cc1ccsc1 (stereo not given) | 3 | 5 | 0 | 0 | 4 | 2 | -6 | -2 | -3
CCN1C(=O)/C(=C2/C=Cc3cc(C)ccc3N2CC)N(C)C1=S | 3 | 5 | -4 | -1 | 7 | 12 | 1 | 7 | 10
COc1ccc(CNC(=O)CCN2C(=O)c3ccccc3S2(=O)=O)cc1 | 2 | -1 | 9 | 2 | -4 | 3 | 5 | 4 | -11
Cc1ccc2oc(=O)c3cc(C(=O)N4CCN(C(=O)c5ccco5)CC4)sc3c2c1 | 0 | / | 5 | 2 | / | 2 | / | -7 | -2
O=C(CCC1CCCCC1)NC1CCCCC1 | / | 6 | 3 | 1 | 4 | / | 1 | / | /
CC(C)CCN(CC(=O)NCc1ccc(F)cc1)S(=O)(=O)c1ccccc1F | 2 | 10 | 2 | 3 | 2 | 0 | -1 | -9 | 1
CCOCCCNC(=O)CN1C(=O)NC(Cc2c[nH]c3ccccc23)C1=O (stereo not given) | 1 | 1 | 3 | -1 | 7 | -1 | -4 | 4 | 5
O=C(COC(=O)c1cccnc1Cl)Nc1cccc(S(=O)(=O)N2CCCCC2)c1 | -1 | 8 | 1 | 6 | -4 | 4 | 27 | -2 | 10

Gathered by group: the compounds so far with an aryl thioether with sulfur outside any ring.
SMILES | LYPLA1 inh | PAFAH1B2 inh | pPAFAH inh | PAD4 inh | PAFAH1B3 inh | PME-1 primary | PAFAH2 inh | LYPLA2 inh | GSTO1 counter
Cc1nnc(SCC(=O)Nc2ccc(F)cc2)n(N)c1=O | 3 | -2 | -1 | -2 | 11 | 5 | 2 | 7 | 6
O=C(CSc1ncnc2c1nnn2Cc1ccc(F)cc1)NC1CCCC1 | 1 | -3 | 1 | -1 | 6 | 7 | 0 | 4 | 0

Other results:
SMILES | LYPLA1 inh | PAFAH1B2 inh | pPAFAH inh | PAD4 inh | PAFAH1B3 inh | PME-1 primary | PAFAH2 inh | LYPLA2 inh | GSTO1 counter
NC(=O)C1CCN(CCCNC2CC(=O)N(Cc3ccc(N4CCCC4=O)cc3)C2=O)CC1 (stereo not given) | -2 | 2 | 5 | 0 | 11 | -4 | -1 | -2 | 4
CN(C)S(=O)(=O)c1ccc(C(=O)NCC2(N3CCOCC3)CCCCC2)cc1 | -2 | 5 | -1 | -2 | -2 | 5 | -1 | -5 | /
Cc1nnc(C)n1/N=C/c1ccc(-c2ccccc2Cl)o1 | -2 | 2 | 9 | 1 | 2 | 1 | 1 | 4 | 8
CC1(C)SC2c3ccccc3C(=O)N2[C@@H]1C(=O)NCCCN1CCOCC1 (stereo not given in full) | -1 | -4 | 5 | -1 | 1 | -1 | -1 | -8 | 1
CC(C)(O[C@@H]1O[C@H](CO)[C@@H](O)[C@H](O)[C@H]1O)[C@@H]1CC=C(C(=O)O)CC1 | -1 | 5 | 0 | 1 | 2 | -4 | -2 | -6 | /
Nn1c(COc2ccccc2)nc2ccccc2c1=O | 0 | 3 | 0 | 4 | -2 | -4 | 8 | 6 | 8
CCN(CC)S(=O)(=O)c1ccc(N2CCCC2)c(NS(=O)(=O)c2ccc([N+](=O)[O-])cc2)c1 | 1 | 2 | 6 | -1 | 7 | 19 | 5 | 4 | 4
COC(=O)c1cc(=O)n(Cc2ccc3c(c2)OCO3)c(=Nc2ccc(F)cc2)s1 | -5 | -2 | 2 | 2 | -1 | -4 | -6 | -6 | 7
C=CCNC(=O)c1onc(CSc2ccc(C(C)C)cc2)c1C(=O)O | 3 | 21 | 5 | -7 | 2 | 2 | 7 | 5 | -11
COc1ccc(C2N(c3ccccc3)CCN2c2ccccc2)cc1O | -1 | 3 | -7 | -6 | 2 | -3 | 14 | -10 | 11
Cc1cccc(NC(=O)CCS(=O)(=O)c2cc3c(cc2Cl)NC(=O)CO3)c1 | 1 | 2 | 6 | -1 | 10 | -4 | 3 | -2 | 1
Cn1c(N)c(C(=O)CSc2nnc(-c3ccccc3F)n2C2CC2)c(=O)n(C)c1=O | -1 | -1 | 0 | 0 | 2 | 1 | -2 | -2 | 2
O=C(COc1cccnc1[N+](=O)[O-])Nc1cc(S(=O)(=O)N2CCCCC2)ccc1Cl | -1 | -2 | 3 | -1 | 6 | 3 | 0 | -7 | 5
CCS(=O)(=O)c1ccc2c(c1)N(S(=O)(=O)c1cccs1)CC(C(=O)O)O2 (stereo not given) | -2 | 5 | -2 | 4 | 1 | -3 | 0 | -4 | -1
Cc1cccc(C(=O)NNC(=O)CSc2nnc(C(C)C)n2C)c1 | 2 | -3 | 3 | -2 | 7 | 4 | 5 | 0 | -1
Cc1ccccc1-c1nnc(SCC(=O)NC2CCCCC2)o1 | 0 | 2 | 3 | -2 | -3 | 1 | 0 | 4 | 8
COC(=O)[C@@]1(Cc2ccc(OC)cc2)[C@H]2c3cc(C(=O)N(C)C)n(CCc4ccc(OC)c(Br)c4)c3C[C@H]2CN1C(=O)c1ccccc1 | -2 | / | -1 | 1 | / | -11 | / | -5 | 1
C=C(C)CNC(=S)N/N=C/c1ccc(N2CCOCC2)cc1 | 2 | 6 | 3 | -2 | 3 | 5 | -6 | -3 | 3

High-throughput results from PubChem BioAssay.
